DDE Tn6 FP inh = DD(E)-Tn6 binding inhibition, primary FP screen | P02675 | Fibrin DD(E) TRITC-Tn6 fluorescence polarization displacement | inhibition, % at 8.3 µM | hit rate 0.21% among 370,000;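 active means inhibition above a per-campaign cutoff: mean of compounds within control limits plus 3 SD, cut at about 15% in these data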;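 further: 0% = median of all compound wells on the plate and 100% = blocking peptide control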
ASAP1 GAP inh = inhibitors of human ASAP1 ArfGAP activity. Q9ULH1. ASAP1-stimulated ARF1 GTP hydrolysis, GDP FP detection. inhibition, % at 16.5 µM. hit rate 0.19% among 360,000. AID 624377; in the data active means inhibition above about 25%;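 further: 0% = vehicle with enzyme and substrate and 100% = no enzyme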
SIAE inh = human SIAE inhibition, primary screen | Q9HAT2 | SIAE FP-Rh probe binding, fluorescence polarization | inhibition, % at 9.66 µM | hit rate 0.69% among 370,000;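 active means inhibition above a cutoff: mean of compounds within the control limits plus 3 SD of those, cut at about 17% in these data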;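 further: 0% = plate median of compound wells and 100% = probe without SIAE protein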
PLCb3 inh = inhibitors of human phospholipase C beta3; Q01970; Purified PLC-beta3, fluorogenic substrate, fluorescence; inhibition, % at 12.2 µM; hit rate 0.18% among 370,000; in the data active means inhibition above about 11%;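 further: 0% = median of compound wells on plate and 100% = full blocker control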
ARFGAP1 inhibitor = rat ARFGAP1 inhibition; AID 651572; Arfgap1-stimulated ARF1 GTP hydrolysis, GDP FP detection; inhibition, % at 16.5 µM; hit rate 0.26% among 360,000;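 active means inhibition above a per-plate limit, mean inhibition of low control wells plus 3 SD, cut at about 25% in these data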;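 further: 0% = DMSO wells with enzyme and 100% = wells lacking Arfgap1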
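system = rat Arfgap1 catalytic domain, aa 1-136 | technique = FP, GDP Alexa 633 tracer displaced from anti-GDP antibody, 620/688 nm | compound = one concentration, 16.5 µM, DMSO 1.26% | medium = HEPES-based buffer, pH 7.5 | timing = compound-enzyme preincubation 20 min, reaction 120 min, detection 60 min, 25 °C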
DDE Tn7 FP inh = disrupts Tn7 cyclic peptide binding to fibrin D-Dimer-E complex; inhibition, % at 8.3 µM; AID 720508; P02675; FP displacement of FITC-Tn7 peptide from fibrin DD(E); 0% = median of compound wells per plate; hit rate 0.13% among 370,000;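 active means inhibition above the mean of compounds falling within the control limits plus 3 SD of them, cut at about 14% in these data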;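 further: 0% = plate median of compound wells and 100% = 10 µM Aha-Tn7 peptide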
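Assay system: human fibrin DD(E). Input: DD(E) 2 µM final. Medium: Tris buffer with calcium and detergent, pH 7.8. Compound dosing: single point at 8.3 µM. Timing: 10 min plus 3 h, room temperature. Technique: fluorescence polarization of the labelled Tn7 tracer. Read-out: percent inhibition. Replicates: singlicate testing.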
ADAM10 inh = ADAM10 inhibition, QFRET primary screen; recombinant ADAM10, EDANS/DABCYL FRET peptide cleavage, 3 h; inhibition, % at 7 µM; hit rate 0.62% among 370,000;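 active means inhibition above a per-campaign cutoff equal to the mean of compounds falling between control-based bounds plus 3 SD, cut at about 20% in these data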;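 further: 0% = DMSO wells while the 100% control is not disclosed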
TDP2 absorb = blocks human TDP2 phosphodiesterase activity | O95551 | recombinant TDP2, T5PNP hydrolysis, p-nitrophenol absorbance 415 nm | inhibition, % at 12.8 µM | hit rate 0.34% among 370,000;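 active means inhibition above the mean of all tested compounds plus 3 SD, set per campaign, cut at about 25% in these data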;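 further: 0% = DMSO with enzyme and 100% = buffer with substrate but no TDP2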
Target sequence (O95551 whole entry, looked up): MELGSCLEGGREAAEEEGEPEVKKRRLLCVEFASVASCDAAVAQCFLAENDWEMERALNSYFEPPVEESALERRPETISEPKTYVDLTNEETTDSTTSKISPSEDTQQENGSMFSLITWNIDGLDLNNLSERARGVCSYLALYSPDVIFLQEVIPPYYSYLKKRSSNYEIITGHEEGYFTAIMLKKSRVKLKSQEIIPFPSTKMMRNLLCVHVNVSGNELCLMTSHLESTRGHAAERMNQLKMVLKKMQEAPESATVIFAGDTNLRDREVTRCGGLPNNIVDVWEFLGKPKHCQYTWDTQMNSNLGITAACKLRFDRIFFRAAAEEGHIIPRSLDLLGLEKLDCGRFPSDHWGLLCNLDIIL
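System: recombinant human TDP2 / Amount: 120 nM TDP2 per well / Also added: 5 mM T5PNP chromogenic substrate / Doses: 12.8 µM single point, 1% DMSO / Incubation: 2 h at 37 °C / Detection: p-Nitrophenol epi absorbance / Evaluation: % inhibition relative to enzyme-containing and enzyme-free wells / Repeats: singlicate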
ADAM17 inh = ADAM17 inhibition, QFRET primary screen. recombinant ADAM17, EDANS/DABCYL FRET peptide cleavage. inhibition, % at 6.95 µM. hit rate 0.83% among 370,000. P78536;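 active means inhibition above the mean of compounds lying between control limits plus 3 SD, set per campaign, cut at about 8.5% in these data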;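 further: 0% = DMSO-only wells as the low control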
Target sequence (P78536 215-824 limits assumed): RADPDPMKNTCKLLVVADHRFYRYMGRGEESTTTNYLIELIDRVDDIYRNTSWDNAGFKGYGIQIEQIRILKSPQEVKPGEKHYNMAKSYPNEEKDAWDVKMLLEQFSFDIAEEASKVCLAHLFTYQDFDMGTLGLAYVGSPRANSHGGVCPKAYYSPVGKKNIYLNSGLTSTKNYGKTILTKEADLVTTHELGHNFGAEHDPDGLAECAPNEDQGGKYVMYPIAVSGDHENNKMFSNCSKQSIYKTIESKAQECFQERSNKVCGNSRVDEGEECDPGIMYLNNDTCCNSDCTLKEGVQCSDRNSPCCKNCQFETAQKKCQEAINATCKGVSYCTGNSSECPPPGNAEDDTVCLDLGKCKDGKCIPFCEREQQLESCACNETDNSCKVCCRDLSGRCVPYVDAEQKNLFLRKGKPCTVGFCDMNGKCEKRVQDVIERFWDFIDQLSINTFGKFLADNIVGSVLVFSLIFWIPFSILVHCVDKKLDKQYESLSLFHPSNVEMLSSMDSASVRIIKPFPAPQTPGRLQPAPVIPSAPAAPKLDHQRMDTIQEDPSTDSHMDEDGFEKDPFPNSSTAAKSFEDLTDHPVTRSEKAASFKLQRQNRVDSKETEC
PLC-gamma1 inh = blocks human PLC-gamma1 enzyme activity; P19174; inhibition, % at 12.2 µM; hit rate 0.84% among 370,000; purified PLC-gamma1, fluorogenic substrate, fluorescence; in the data active means inhibition above about 9.5%
Starred values were filed as active, the others as inactive.

`CCC(C)[C@H](NC(=O)Nc1ccccc1F)C(=O)OC` (stereo not given in full) gave DDE Tn6 FP inh 9, ASAP1 GAP inh -4, SIAE inh 22*, PLCb3 inh -5, ARFGAP1 inhibitor -4, DDE Tn7 FP inh 2, ADAM10 inh -2, TDP2 absorb 8, ADAM17 inh 0 and PLC-gamma1 inh 0.
`CCOC(=O)c1sc(=NC(=O)c2cc(OC)c(OC)c(OC)c2)n(C)c1C` gave DDE Tn6 FP inh 3, ASAP1 GAP inh 4, SIAE inh -1, PLCb3 inh -22, ARFGAP1 inhibitor -3, DDE Tn7 FP inh 5, ADAM10 inh -7, TDP2 absorb -1, ADAM17 inh -3 and PLC-gamma1 inh -18.
CC1CCCC(C)N1C(=O)COc1ccc([N+](=O)[O-])cc1Cl (stereo not given) was read as DDE Tn6 FP inh 8, ASAP1 GAP inh -10, SIAE inh 1, PLCb3 inh -3, ARFGAP1 inhibitor -1, DDE Tn7 FP inh 5, ADAM10 inh 4, TDP2 absorb -13, ADAM17 inh -1 and PLC-gamma1 inh 3.
O=C(CSc1n[nH]c(-c2ccc(Br)cc2)n1)N1CCOCC1 was read as DDE Tn6 FP inh 2, ASAP1 GAP inh -9, SIAE inh -2, PLCb3 inh -5, ARFGAP1 inhibitor 2, DDE Tn7 FP inh -3, ADAM10 inh -9, TDP2 absorb -8, ADAM17 inh 2 and PLC-gamma1 inh 0.
`COCCNC(=O)c1ccc(NS(C)(=O)=O)cc1` gave DDE Tn6 FP inh -9, ASAP1 GAP inh 6, SIAE inh 3, PLCb3 inh 4, ARFGAP1 inhibitor 10, DDE Tn7 FP inh 1, ADAM10 inh 8, TDP2 absorb -1, ADAM17 inh -1 and PLC-gamma1 inh 1.
`CC(=O)Nc1ccc(S(=O)(=O)N(C)CC(=O)OCC(=O)Nc2cccnc2Cl)cc1` gave DDE Tn6 FP inh -1, ASAP1 GAP inh -17, SIAE inh 0, PLCb3 inh 4, ARFGAP1 inhibitor 5, DDE Tn7 FP inh -1, ADAM10 inh 1, TDP2 absorb -6, ADAM17 inh 2 and PLC-gamma1 inh 6.
For COc1ccc(C(=O)N(C)CC2CCN(CCc3cccc(C(F)(F)F)c3)CC2)cc1C the results were DDE Tn6 FP inh 4, ASAP1 GAP inh -5, SIAE inh 1, PLCb3 inh -8, ARFGAP1 inhibitor 3, DDE Tn7 FP inh -2, ADAM10 inh 0, TDP2 absorb -4, ADAM17 inh -6 and PLC-gamma1 inh 3.
CC(C)[C@H](NC(=O)c1ccco1)C(=O)OCC(=O)NC12CC3CC(CC(C3)C1)C2 was read as DDE Tn6 FP inh -3, ASAP1 GAP inh 4, SIAE inh 0, PLCb3 inh -8, ARFGAP1 inhibitor -8, DDE Tn7 FP inh -5, ADAM10 inh 6, TDP2 absorb -3, ADAM17 inh 1 and PLC-gamma1 inh 1.
COc1ccc(C(=O)Nc2cc(OC)cc(OC)c2)cc1 was read as DDE Tn6 FP inh -4, ASAP1 GAP inh 7, SIAE inh 2, PLCb3 inh -2, ARFGAP1 inhibitor -6, DDE Tn7 FP inh 3, ADAM10 inh 4, TDP2 absorb 1, ADAM17 inh 0 and PLC-gamma1 inh -3.
Cc1oc(-c2ccccc2)cc1C(=O)Nc1cccc(C(=O)O)c1 was read as DDE Tn6 FP inh -4, ASAP1 GAP inh 8, SIAE inh -1, PLCb3 inh -2, ARFGAP1 inhibitor 8, DDE Tn7 FP inh 1, ADAM10 inh -4, TDP2 absorb 5, ADAM17 inh -7 and PLC-gamma1 inh -3.
CCOCCCN(C)C1CCN(C(=O)c2oc3ccccc3c2NC(=O)c2ccc([N+](=O)[O-])cc2)CC1 was read as DDE Tn6 FP inh -2, ASAP1 GAP inh -1, SIAE inh 6, PLCb3 inh 2, ARFGAP1 inhibitor -1, DDE Tn7 FP inh -2, ADAM10 inh -12, TDP2 absorb -10, ADAM17 inh 3 and PLC-gamma1 inh 2.
CNc1ccc2ncc(-c3ccccc3NC(C)=O)n2n1 was read as DDE Tn6 FP inh 7, ASAP1 GAP inh 1, SIAE inh 6, PLCb3 inh -214, ARFGAP1 inhibitor -9, DDE Tn7 FP inh -2, ADAM10 inh inactive, TDP2 absorb -2, ADAM17 inh -158 and PLC-gamma1 inh -165.
Screening COc1ccc(NC(=O)C(CC(=O)O)C(C)c2ccccc2)cc1 (stereo not given) returned DDE Tn6 FP inh -2, ASAP1 GAP inh 4, SIAE inh 2, PLCb3 inh 4, ARFGAP1 inhibitor -7, DDE Tn7 FP inh -4, ADAM10 inh -7, TDP2 absorb -6, ADAM17 inh -3 and PLC-gamma1 inh 0.
For NC(=O)c1ccsc1NC(=O)CS(=O)(=O)c1ccc(Cl)cc1 the results were DDE Tn6 FP inh 1, ASAP1 GAP inh 7, SIAE inh -4, PLCb3 inh -3, ARFGAP1 inhibitor 3, DDE Tn7 FP inh -2, ADAM10 inh 3, TDP2 absorb -3, ADAM17 inh -1 and PLC-gamma1 inh 0.
Screening C[C@@H]1COc2cccc(N3CCC[C@@H]3CO)c2S(=O)(=O)N1 returned DDE Tn6 FP inh 3, ASAP1 GAP inh -19, SIAE inh 0, PLCb3 inh -1, ARFGAP1 inhibitor 9, DDE Tn7 FP inh 1, ADAM10 inh -1, TDP2 absorb -5, ADAM17 inh -1 and PLC-gamma1 inh -3.
Cc1csc(=O)n1CC(=O)OCC(=O)NNC(=O)c1ccc(Cl)cc1 was read as DDE Tn6 FP inh 4, ASAP1 GAP inh -12, SIAE inh 6, PLCb3 inh -3, ARFGAP1 inhibitor 6, DDE Tn7 FP inh -2, ADAM10 inh 1, TDP2 absorb 11, ADAM17 inh -1 and PLC-gamma1 inh 2.
`O=C(COC(=O)Cc1c[nH]c2ccccc12)NCCc1ccccc1` gave DDE Tn6 FP inh 0, ASAP1 GAP inh -15, SIAE inh -1, PLCb3 inh -4, ARFGAP1 inhibitor -3, DDE Tn7 FP inh -1, ADAM10 inh 7, TDP2 absorb 25*, ADAM17 inh 2 and PLC-gamma1 inh 1.
Cc1ccc(SC(C)C(=O)Nc2cccc(N(C)S(C)(=O)=O)c2)cc1 (stereo not given) was read as DDE Tn6 FP inh -5, ASAP1 GAP inh -10, SIAE inh 2, PLCb3 inh -1, ARFGAP1 inhibitor 1, DDE Tn7 FP inh 4, ADAM10 inh -1, TDP2 absorb -7, ADAM17 inh -8 and PLC-gamma1 inh -1.
Screening CN1CCN(C(=O)c2cc3c(C(F)(F)F)nn(C)c3s2)CC1 returned DDE Tn6 FP inh 5, ASAP1 GAP inh 0, SIAE inh -3, PLCb3 inh -1, ARFGAP1 inhibitor -4, DDE Tn7 FP inh -3, ADAM10 inh -11, TDP2 absorb 1, ADAM17 inh 0 and PLC-gamma1 inh 2.
Screening O=C(COc1ccccc1)NC(NC(=S)Nc1ccccc1C(=O)O)C(Cl)(Cl)Cl (stereo not given) returned DDE Tn6 FP inh -1, ASAP1 GAP inh -14, SIAE inh -3, PLCb3 inh -13, ARFGAP1 inhibitor 3, DDE Tn7 FP inh 2, ADAM10 inh -50, TDP2 absorb 1, ADAM17 inh -16 and PLC-gamma1 inh -9.
CC(C)C[C@H]1COCCS(=O)(=O)N1Cc1cccc(Cl)c1 was read as DDE Tn6 FP inh 5, ASAP1 GAP inh -19, SIAE inh -1, PLCb3 inh 0, ARFGAP1 inhibitor -11, DDE Tn7 FP inh 4, ADAM10 inh 5, TDP2 absorb -1, ADAM17 inh -4 and PLC-gamma1 inh 2.
For O=C(CCCCn1c(=O)[nH]c2ccsc2c1=O)NCc1ccc2c(c1)OCO2 the results were DDE Tn6 FP inh -2, ASAP1 GAP inh 6, SIAE inh 4, PLCb3 inh -2, ARFGAP1 inhibitor -9, DDE Tn7 FP inh 7, ADAM10 inh -7, TDP2 absorb 5, ADAM17 inh -2 and PLC-gamma1 inh -1.
For CCCCNC(=O)CCC(=O)Nc1ccc2nc(N3CCCCC3)cc(C)c2c1 the results were DDE Tn6 FP inh 16*, ASAP1 GAP inh -9, SIAE inh -2, PLCb3 inh -110, ARFGAP1 inhibitor 2, DDE Tn7 FP inh 5, ADAM10 inh inactive, TDP2 absorb -17, ADAM17 inh -286 and PLC-gamma1 inh -73.
`Cc1cc(C)c(NC(=O)CCCOC(=O)C2=COCCO2)c(C)c1` gave DDE Tn6 FP inh 4, ASAP1 GAP inh -3, SIAE inh -4, PLCb3 inh 4, ARFGAP1 inhibitor 12, DDE Tn7 FP inh -1, ADAM10 inh 7, TDP2 absorb -11, ADAM17 inh 2 and PLC-gamma1 inh 5.
CCc1ccc(C(C)NC(=O)c2cccs2)cc1 (stereo not given) was read as DDE Tn6 FP inh 4, ASAP1 GAP inh 12, SIAE inh -1, PLCb3 inh 0, ARFGAP1 inhibitor 5, DDE Tn7 FP inh -5, ADAM10 inh 3, TDP2 absorb -13, ADAM17 inh 1 and PLC-gamma1 inh 5.
For O=C(NCc1ccccc1Cl)c1cccc(OC2CCN(C(=O)C3CC3)CC2)c1 the results were DDE Tn6 FP inh 4, ASAP1 GAP inh -4, SIAE inh 3, PLCb3 inh -8, ARFGAP1 inhibitor 1, DDE Tn7 FP inh 3, ADAM10 inh -9, TDP2 absorb 2, ADAM17 inh -2 and PLC-gamma1 inh -1.
C=CCNc1nnc(SC2CC(=O)N(c3ccc(OC)cc3)C2=O)s1 (stereo not given) was read as DDE Tn6 FP inh -3, ASAP1 GAP inh 4, SIAE inh -5, PLCb3 inh -1, ARFGAP1 inhibitor 9, DDE Tn7 FP inh 9, ADAM10 inh -3, TDP2 absorb -4, ADAM17 inh -2 and PLC-gamma1 inh -1.
CCCCCn1c(=O)c(F)cn(Cc2ccc(OC)c([N+](=O)[O-])c2)c1=O was read as DDE Tn6 FP inh 1, ASAP1 GAP inh 15, SIAE inh 3, PLCb3 inh 1, ARFGAP1 inhibitor 1, DDE Tn7 FP inh -1, ADAM10 inh -3, TDP2 absorb 3, ADAM17 inh -2 and PLC-gamma1 inh 0.

Pulled by compound from the entries so far, two records:
Screening COc1ccc(NC(=O)C(CC(=O)O)C(C)c2ccccc2)cc1 (stereo not given) returned DDE Tn6 FP inh -2, ASAP1 GAP inh 4, SIAE inh 2, PLCb3 inh 4, ARFGAP1 inhibitor -7, DDE Tn7 FP inh -4, ADAM10 inh -7, TDP2 absorb -6, ADAM17 inh -3 and PLC-gamma1 inh 0.
CC(C)C[C@H]1COCCS(=O)(=O)N1Cc1cccc(Cl)c1 was read as DDE Tn6 FP inh 5, ASAP1 GAP inh -19, SIAE inh -1, PLCb3 inh 0, ARFGAP1 inhibitor -11, DDE Tn7 FP inh 4, ADAM10 inh 5, TDP2 absorb -1, ADAM17 inh -4 and PLC-gamma1 inh 2.
